High-throughput results from PubChem BioAssay.
LMPTP block = blocks human LMPTP phosphatase. recombinant LMPTP-A, OMFP fluorogenic substrate, fluorescence intensity. inhibition, % at 20 µM. 360,000 tested, 0.22% active. AID 651560;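 active = compounds that cut the enzyme signal by at least half of the control window in the single-dose screen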;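 also: plate controls were DMSO wells with enzyme plus substrate for no effect and substrate without enzyme for full effect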
Target sequence (P24666 whole entry, looked up): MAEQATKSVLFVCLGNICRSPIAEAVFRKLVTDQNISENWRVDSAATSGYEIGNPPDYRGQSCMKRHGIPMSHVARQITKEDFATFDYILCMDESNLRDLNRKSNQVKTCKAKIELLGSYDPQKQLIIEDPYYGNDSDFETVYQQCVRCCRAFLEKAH
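Buffer or medium: Bis-Tris pH 6.0, DTT, detergent; Assay system: LMPTP-A enzyme; Quantity: 0.625 nM enzyme; Detection: endpoint fluorescence intensity; Times: 50 min dark incubation at room temperature; Controls: substrate-only low control, DMSO enzyme-plus-substrate high control; Doses: single 20 µM dose; Read-out: percent inhibition versus substrate-only and uninhibited controls; Reagent: 400 µM OMFP.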
NadD block = inhibitors of Staphylococcus aureus NadD. inhibition, % at 20 µM. 360,000 tested, 0.78% active. AID 602399. purified NadD enzyme, colorimetric absorbance read-out; in the data active = inhibition above about 26%; also: some compounds past the cut are filed as inactive
NRP1-CendR mod = NRP-1/CendR interaction modulation; O14786; FAM-RPARPAR peptide binding to NRP-1, fluorescence polarization; inhibition, % at 25 µM; 360,000 tested, 0.85% active;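 active = inhibition or corrected inhibition above about 18%, plus a signal ratio from 0.5 to 1.5, limit read from the data, passing the limit was not always enough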; also: strong numbers were not always called active
SKN-1 inh = inhibitors of C. elegans SKN-1; C. elegans VP596 Pgst-4::GFP/RFP ratio, acrylamide-induced, 24 h; inhibition, % at 21.8 µM; 360,000 tested, 0.49% active;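 active = interference check ratio from 0.5 to 1.5 plus GFP to RFP signal ratio inhibition reaching or exceeding a fixed threshold, cut at about 30% in these data, passing the limit was not always enough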; also: some compounds called inactive have numbers as strong as hits
Rpn11 block = blocks the human proteasome subunit Rpn11 | O00487 | human 26S proteasome, Ub4-pepOG fluorescence polarization; 20S core pre-blocked with epoxomicin | calls only at 20 µM | 360,000 tested, 0.59% active | AID 588493;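 active = inhibition at 20 µM, scaled to each plate's controls, above about 33%, limit read from the data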
Target sequence (O00487 whole entry, looked up): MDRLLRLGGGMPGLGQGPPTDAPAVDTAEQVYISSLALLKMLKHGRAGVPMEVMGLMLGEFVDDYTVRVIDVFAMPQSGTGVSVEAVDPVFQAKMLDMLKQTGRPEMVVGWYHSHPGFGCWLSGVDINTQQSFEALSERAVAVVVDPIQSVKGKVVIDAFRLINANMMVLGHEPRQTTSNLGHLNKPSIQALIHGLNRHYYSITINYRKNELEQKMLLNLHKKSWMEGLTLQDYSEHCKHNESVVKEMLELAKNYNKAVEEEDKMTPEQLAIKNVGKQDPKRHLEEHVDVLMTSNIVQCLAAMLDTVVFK
STEP inh = inhibitors of human striatal-enriched phosphatase STEP; P54829; recombinant STEP, OMFP fluorogenic substrate, fluorescence; inhibition, % at 20 µM; 360,000 tested, 0.25% active;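 active = inhibition at 20 µM, scaled per plate between control wells, above about 37%, limit read from the data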;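 also: 0% = DMSO with enzyme and substrate and 100% = substrate only without enzyme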
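Measure: Control-normalized % inhibition with plate pattern correction | Test system: STEP phosphatase, cell-free reaction | Medium: pH 6.0 Bis-Tris with DTT and Tween 20 | Technique: Fluorescence, 480/540 nm | Times: Reaction 20 min, ambient temperature | Doses: Single compound dose of 20 µM, 1% DMSO final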
Scp1 inh = Scp-1 (human) phosphatase inhibition. AID 493091. inhibition, % at 20 µM. 340,000 tested, 0.88% active. Q9GZU7. Recombinant Scp1, phosphopeptide, malachite green phosphate absorbance;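 active = inhibition above about 50% at 20 µM, limit read from the data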;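 also: plate controls were DMSO wells with enzyme for no effect and wells lacking enzyme for full effect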
Target sequence (Q9GZU7 76-261 limits assumed): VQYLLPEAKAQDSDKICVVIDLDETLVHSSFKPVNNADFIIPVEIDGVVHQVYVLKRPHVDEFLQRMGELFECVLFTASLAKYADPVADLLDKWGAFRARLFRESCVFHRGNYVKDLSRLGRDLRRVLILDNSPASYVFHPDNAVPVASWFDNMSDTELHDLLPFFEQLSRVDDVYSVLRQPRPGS
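Test system: SCP-1 phosphatase catalytic domain, residues 76-261; measured by: colorimetric phosphate reagent with accelerator and stabiliser, absorbance at 630 nm; timing: enzyme reaction 45 min at room temperature, colour 5 min, stabilisation 30 min; also added: Phosphorylated 17-residue peptide substrate; compound dosing: one concentration, 20 µM, with 1.0% DMSO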
DNMT1 block = DNMT1 (human) enzyme inhibition. P26358. DNMT1 molecular beacon, Hinp1I cleavage, fluorescence. inhibition (reported as % activation of signal), % at 10 µM. 360,000 tested, 0.83% active; in the data active = inhibition above about 50%
SUMO1 PPI mod = modulators of human SUMO1-mediated protein-protein interactions. SUMO1 binding to a labelled peptide, TR-FRET, 1 h. inhibition, % at 20 µM. 360,000 tested, 0.33% active. AID 602429; in the data active = inhibition above about 37%
Target sequence (P63165 whole entry, looked up): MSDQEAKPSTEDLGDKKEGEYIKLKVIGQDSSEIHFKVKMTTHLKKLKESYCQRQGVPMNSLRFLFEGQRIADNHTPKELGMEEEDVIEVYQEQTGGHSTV
MT1-MMP act inh = MT1-MMP (human) activation inhibition; HT1080 RFP-PRO-GFP cells, GFP/RFP ratio fluorescence, overnight; percent of plate control window, DMSO zero; GFP/RFP ratio change, % at 20 µM; 360,000 tested, 0.061% active; AID 651647;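 active = GFP/RFP ratio change of at least 30% with cell ATP level not reduced by more than half and red fluorescence within 50% of control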; also: strong numbers were not always called active
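Compound: 20 µM single dose, 1% DMSO / System: HT1080 RFP-PRO-GFP cells / Controls: DMSO and RFP-L50D-GFP cell wells / Read-out basis: GFP/RFP fluorescence ratio / Schedule: overnight compound exposure at 37 °C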
* = called active by the depositor.

What do the screens show for `CCN(C=NC1=NN(c2cccc(C(F)(F)F)c2)CC1)CC`?
LMPTP block: -1.1; NadD block: -2; NRP1-CendR mod: 6; SKN-1 inh: 19; Rpn11 block: inactive; STEP inh: -1; Scp1 inh: 1; DNMT1 block: 1; SUMO1 PPI mod: -2; MT1-MMP act inh: 0

What do the screens show for `NS(=O)(=O)c1ccc(CCNC(=O)CCc2ccccc2)cc1`?
LMPTP block: -2.0; NadD block: 0; NRP1-CendR mod: 0; SKN-1 inh: -16; Rpn11 block: inactive; STEP inh: 2; Scp1 inh: -7; DNMT1 block: -1; SUMO1 PPI mod: 3; MT1-MMP act inh: 0

How did O=C(N/N=C/c1ccc(OC(=O)c2ccccc2)c([N+](=O)[O-])c1)c1ccc(O)cc1 do in these assays?
LMPTP block: -0.2; NadD block: 15; NRP1-CendR mod: 12; SKN-1 inh: -16; Rpn11 block: inactive; STEP inh: 0; Scp1 inh: 6; DNMT1 block: 15; SUMO1 PPI mod: 5; MT1-MMP act inh: 3

How did Cc1ccc(NC(=O)CN(C)C(=O)CCOc2ccccc2C)cc1 do in these assays?
LMPTP block: -1.8; NadD block: -1; NRP1-CendR mod: 3; SKN-1 inh: 5; Rpn11 block: inactive; STEP inh: 2; Scp1 inh: -4; DNMT1 block: -22; SUMO1 PPI mod: -2; MT1-MMP act inh: 3

How did CC1(C(=O)NCc2ccccc2)Cc2c(-c3ccc4c(c3)OCO4)ccnc2O1 (stereo not drawn) do in these assays?
LMPTP block: 2.1; NadD block: 0; NRP1-CendR mod: 12; SKN-1 inh: -5; Rpn11 block: inactive; STEP inh: -1; DNMT1 block: 1; SUMO1 PPI mod: 2; MT1-MMP act inh: 14

What do the screens show for `CCCCN(C(=O)Nc1ccc(Cl)cc1)C1CCN(C(C)=O)CC1`?
LMPTP block: -1.2; NadD block: -5; NRP1-CendR mod: 5; SKN-1 inh: 14; Rpn11 block: inactive; STEP inh: -1; Scp1 inh: -4; DNMT1 block: -1; SUMO1 PPI mod: 3; MT1-MMP act inh: -7

What do the screens show for `CC(=O)N1CCOc2ccc(S(=O)(=O)N3CCC(C(=O)Nc4ccc(C)cc4C)CC3)cc21`?
LMPTP block: -0.3; NadD block: 4; NRP1-CendR mod: -5; SKN-1 inh: 22; Rpn11 block: inactive; STEP inh: 2; Scp1 inh: 15; DNMT1 block: 3; SUMO1 PPI mod: -2; MT1-MMP act inh: 4

How did Cc1ccc(-n2nc(-c3cccs3)cc2C(=O)NCC2CCCO2)c(C)c1 (stereo not drawn) do in these assays?
LMPTP block: 0.8; NadD block: 6; NRP1-CendR mod: -4; SKN-1 inh: 8; Rpn11 block: inactive; STEP inh: 2; Scp1 inh: -2; DNMT1 block: -7; SUMO1 PPI mod: 0; MT1-MMP act inh: 4

What do the screens show for `CCOC(=O)COc1ccc(S(=O)(=O)N2CCN(c3ccccc3)CC2)cc1`?
LMPTP block: -1.0; NadD block: -1; NRP1-CendR mod: -3; SKN-1 inh: 1; Rpn11 block: inactive; STEP inh: 0; Scp1 inh: 4; DNMT1 block: 0; SUMO1 PPI mod: 2; MT1-MMP act inh: 2

What do the screens show for `COc1ccc(/C=C\c2cc(OC)c(OC)cc2CC[N+](C)(C)C)cc1OC`?
LMPTP block: -0.9; NadD block: -4; NRP1-CendR mod: -11; SKN-1 inh: 3; Rpn11 block: inactive; STEP inh: -3; Scp1 inh: 2; DNMT1 block: 0; SUMO1 PPI mod: -5; MT1-MMP act inh: 0

How did ONC(=Nc1cccc(C(F)(F)F)c1)c1cccnc1 do in these assays?
LMPTP block: -1.7; NadD block: -4; NRP1-CendR mod: 0; SKN-1 inh: 5; Rpn11 block: inactive; STEP inh: -5; Scp1 inh: 9; DNMT1 block: 1; SUMO1 PPI mod: 7; MT1-MMP act inh: 1

What do the screens show for `COc1ccc(S(=O)(=O)N2CCCCC2)cc1NC(=S)Nc1cccc(Cl)c1C`?
LMPTP block: -0.1; NadD block: -1; NRP1-CendR mod: -14; SKN-1 inh: 2; Rpn11 block: inactive; STEP inh: 4; Scp1 inh: -4; DNMT1 block: -9; SUMO1 PPI mod: 1; MT1-MMP act inh: 5

Results for CC1CCC(C(C)C)C(OC(=O)CSc2nnc(N)s2)C1 (stereo not drawn) ?
LMPTP block: -1.5; NadD block: -1; NRP1-CendR mod: 7; SKN-1 inh: -4; Rpn11 block: inactive; STEP inh: 0; Scp1 inh: -10; DNMT1 block: 4; SUMO1 PPI mod: -1; MT1-MMP act inh: -7

Results for Cc1c(-c2ccc(F)cc2)[n+](=O)c2c(n1[O-])CCCCC2 ?
LMPTP block: -1.8; NadD block: -2; NRP1-CendR mod: 3; SKN-1 inh: -18; Rpn11 block: inactive; STEP inh: -4; Scp1 inh: 0; DNMT1 block: 10; SUMO1 PPI mod: -3; MT1-MMP act inh: 0

Results for CCOC(=O)N1CCN(S(=O)(=O)c2ccc(OC)c(C(=O)N3CCCCC3)c2)CC1 ?
LMPTP block: 0.2; NadD block: -6; NRP1-CendR mod: 8; SKN-1 inh: 11; Rpn11 block: inactive; STEP inh: -3; Scp1 inh: -7; DNMT1 block: 1; SUMO1 PPI mod: -2; MT1-MMP act inh: -3

Results for O=C(NCN1C(=O)C2C3C=CC(C3)C2C1=O)Nc1nncs1 (stereo not drawn) ?
LMPTP block: -2.5; NadD block: -12; NRP1-CendR mod: 9; SKN-1 inh: -18; Rpn11 block: inactive; STEP inh: 4; Scp1 inh: -2; DNMT1 block: 1; SUMO1 PPI mod: 12; MT1-MMP act inh: -7

How did CCNC(=O)CC1C(=O)N(c2ccc(F)cc2)C(=O)N1Cc1ccc(OC)cc1 (stereo not drawn) do in these assays?
LMPTP block: -2.1; NadD block: -6; NRP1-CendR mod: -4; SKN-1 inh: 1; Rpn11 block: inactive; STEP inh: -3; Scp1 inh: 5; DNMT1 block: 0; SUMO1 PPI mod: -1; MT1-MMP act inh: 2

How did CCC(CC)NC(=O)c1ccc(NS(=O)(=O)c2ccc3[nH]c(=O)[nH]c3c2)cc1 do in these assays?
LMPTP block: 0.4; NadD block: -6; NRP1-CendR mod: -6; SKN-1 inh: 2; Rpn11 block: inactive; STEP inh: -1; Scp1 inh: -11; DNMT1 block: 2; SUMO1 PPI mod: 3; MT1-MMP act inh: -3

What do the screens show for `Cc1nn(C(C)C(=O)c2cccc(Cl)c2)c(C)c1[N+](=O)[O-]` (stereo not drawn)?
LMPTP block: -1.4; NadD block: -2; NRP1-CendR mod: -2; SKN-1 inh: 5; Rpn11 block: inactive; STEP inh: -8; Scp1 inh: -5; DNMT1 block: 6; SUMO1 PPI mod: 2; MT1-MMP act inh: -2

Results for N/C(CSc1nc(-c2ccccc2)c(-c2ccccc2)o1)=N\O ?
LMPTP block: 1.5; NadD block: -2; NRP1-CendR mod: -14; SKN-1 inh: -9; Rpn11 block: inactive; STEP inh: 2; Scp1 inh: -12; DNMT1 block: -6; SUMO1 PPI mod: 5; MT1-MMP act inh: -3

Results for COc1ccccc1C(=O)NC(CCSC)C(=O)NC1CC1 (stereo not drawn) ?
LMPTP block: -1.5; NadD block: 4; NRP1-CendR mod: -1; SKN-1 inh: -3; Rpn11 block: inactive; STEP inh: -2; Scp1 inh: 0; DNMT1 block: 9; SUMO1 PPI mod: 4; MT1-MMP act inh: 0

Results for COc1cc2[nH]c(=O)n(CCC(=O)N3CC=C(c4ccccc4)CC3)c(=O)c2cc1OC ?
LMPTP block: -0.7; NadD block: -1; NRP1-CendR mod: 6; SKN-1 inh: -9; Rpn11 block: inactive; STEP inh: 4; Scp1 inh: 0; DNMT1 block: -3; SUMO1 PPI mod: 2; MT1-MMP act inh: 5

Results for COc1ccc(CNc2n[nH]c(NCc3ccc(OC)c(OC)c3)n2)cc1OC ?
LMPTP block: -1.6; NadD block: -1; NRP1-CendR mod: 20*; SKN-1 inh: -2; Rpn11 block: inactive; STEP inh: 1; Scp1 inh: -7; DNMT1 block: 0; SUMO1 PPI mod: -1; MT1-MMP act inh: 5

What do the screens show for `CC(C)n1cnc2c(Nc3cccc(Cl)c3)nc(NCCCO)nc21`?
LMPTP block: 1.2; NadD block: -1; NRP1-CendR mod: 6; SKN-1 inh: 13; Rpn11 block: inactive; STEP inh: -5; Scp1 inh: -3; DNMT1 block: -4; SUMO1 PPI mod: 6; MT1-MMP act inh: -11

Nothing new here: two of the compounds above.
Results for CC1CCC(C(C)C)C(OC(=O)CSc2nnc(N)s2)C1 (stereo not drawn) ?
LMPTP block: -1.5; NadD block: -1; NRP1-CendR mod: 7; SKN-1 inh: -4; Rpn11 block: inactive; STEP inh: 0; Scp1 inh: -10; DNMT1 block: 4; SUMO1 PPI mod: -1; MT1-MMP act inh: -7

Results for Cc1c(-c2ccc(F)cc2)[n+](=O)c2c(n1[O-])CCCCC2 ?
LMPTP block: -1.8; NadD block: -2; NRP1-CendR mod: 3; SKN-1 inh: -18; Rpn11 block: inactive; STEP inh: -4; Scp1 inh: 0; DNMT1 block: 10; SUMO1 PPI mod: -3; MT1-MMP act inh: 0

(listing goes on)
Results for CC(O)Cn1c(N2CCCC2)nc2c1c(=O)n(C)c(=O)n2C (stereo not drawn) ?
LMPTP block: -0.4; NadD block: 2; NRP1-CendR mod: -2; SKN-1 inh: 8; Rpn11 block: inactive; STEP inh: 1; Scp1 inh: -2; DNMT1 block: -6; SUMO1 PPI mod: 0; MT1-MMP act inh: -4

Results for Cc1cccc(C)c1NC(=O)C1c2ccccc2OCC(=O)N1CCc1ccccc1 (stereo not drawn) ?
LMPTP block: -1.2; NadD block: 0; NRP1-CendR mod: -12; SKN-1 inh: 8; SUMO1 PPI mod: 1; MT1-MMP act inh: 0

What do the screens show for `CC(C)(CO)Nc1nc(Cl)nc(NC2CCCCC2)n1`?
LMPTP block: -0.6; NadD block: 1; NRP1-CendR mod: 4; SKN-1 inh: -10; Rpn11 block: inactive; STEP inh: -2; Scp1 inh: -11; DNMT1 block: 2; SUMO1 PPI mod: -2; MT1-MMP act inh: -3

What do the screens show for `CCC(=O)N(c1ccc(C(=O)O)cc1)c1nc(-c2ccc(OC)cc2)c(C)s1`?
LMPTP block: 0.4; NadD block: 7; NRP1-CendR mod: 20; SKN-1 inh: 3; Rpn11 block: inactive; STEP inh: 2; Scp1 inh: -3; DNMT1 block: 2; SUMO1 PPI mod: 4; MT1-MMP act inh: 0

How did CCCCCCCCOC(=O)C[N+](C)(C)C/C=C(/C)Cl do in these assays?
LMPTP block: -1.3; NadD block: 4; NRP1-CendR mod: 6; SKN-1 inh: 0; Rpn11 block: inactive; STEP inh: -2; Scp1 inh: -1; DNMT1 block: 1; SUMO1 PPI mod: 0; MT1-MMP act inh: -7
